DUSP3 inh – VHR1 phosphatase inhibitors, primary screen, biochemical, absorbance, uHTS; Dual specificity protein phosphatase 3 (Homo sapiens), P51452; recombinant VHR phosphatase, pNPP absorbance; inhibition, % at 13.3 µM; 290,000 compounds, 0.52% hits; in the data active = inhibition above about 50%; also: some compounds called inactive have numbers as strong as hits
Target sequence (P51452 whole entry, looked up): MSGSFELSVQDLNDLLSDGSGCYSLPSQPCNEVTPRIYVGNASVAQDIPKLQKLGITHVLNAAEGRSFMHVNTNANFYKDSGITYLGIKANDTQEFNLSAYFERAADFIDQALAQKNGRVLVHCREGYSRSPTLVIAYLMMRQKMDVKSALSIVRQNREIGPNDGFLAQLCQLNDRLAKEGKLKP
3CLpro inhibitor – SARS-CoV 3CLpro protease inhibitors, primary screen, biochemical, quenched FRET | AID 1706, 2009 | inhibition, % at 6 µM | recombinant SARS-CoV 3CLpro, quenched FRET peptide cleavage | Replicase polyprotein 1ab (Severe acute respiratory syndrome coronavirus), P0C6X7 | 290,000 compounds, 0.14% hits; in the data active = inhibition above about 12%
BoNT A protease – BoNT/A light chain protease inhibitors, primary screen, biochemical, flow cytometry, MLPCN library. Botulinum neurotoxin type A light chain protease (Clostridium botulinum A str. ATCC 3502). multiplex microsphere protease substrate cleavage. inhibition, % at 10 µM. 360,000 compounds, 0.17% hits. AID 588499, 2011; also: plate controls were buffer without enzyme for full effect and enzyme alone for no effect
SSB-PriA inh – inhibitors of Klebsiella pneumoniae PriA binding to SSB C-terminal tail, primary screen, biochemical, AlphaScreen. PriA–SSB C-terminal tail interaction (Klebsiella pneumoniae). AlphaScreen SSBct-PriA binding, biotinylated peptide. inhibition, % at 33 µM. 430,000 compounds, 0.6% hits. AID 1272365, 2023; in the data active = inhibition mostly above about 37%, no sharp cut-off; inactive = mostly below about 20%;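 also: plate controls were negative control peptide for no effect and reference peptide for full effect; strong numbers were not always called active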
TcdB inh – TcdB glycohydrolase inhibitors, primary screen, biochemical, single point, plate reader | inhibition, % at 9.99 µM | Toxin B (Clostridioides difficile), P18177 | TcdB glycohydrolase enzymatic assay | 350,000 compounds, 0.24% hits; in the data active = inhibition above about 10%
CCHFV vOTU inh – CCHFV vOTU protease inhibitors, primary screen, biochemical, Pep-AMC substrate, fluorescence; Crimean-Congo hemorrhagic fever virus L polyprotein viral ovarian tumor (vOTU) protease …; inhibition, % at 11.5 µM; 370,000 compounds, 0.55% hits; AID 651958, 2012; in the data active = inhibition above about 30%; also: 0% = vehicle wells with enzyme and 100% = no enzyme wells
PfHsp40 yeast – rescue of yeast from PfHsp40 toxicity, primary screen, S. cerevisiae, ATP luminescence; S. cerevisiae expressing PfHsp40, growth rescue; growth rescue, % at 12.5 µM; 340,000 compounds, 0.68% hits; AID 504582, 2011; in the data active = growth rescue above about 28%, passing the limit was not always enough;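 also: yeast W303a lacking pdr1 and pdr3 grown in galactose medium; growth measured after three days at 30 °C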
Anthrax LF prot – Bacillus anthracis LF protease inhibitors, primary screen, biochemical, multiplex microsphere, MLPCN library; Lethal factor (Bacillus anthracis), P15917; multiplex microsphere protease cleavage assay; inhibition, % at 10 µM; 360,000 compounds, 0.12% hits; also: plate controls were buffer without enzyme for full effect and enzyme alone for no effect
Target sequence (P15917 whole entry, looked up): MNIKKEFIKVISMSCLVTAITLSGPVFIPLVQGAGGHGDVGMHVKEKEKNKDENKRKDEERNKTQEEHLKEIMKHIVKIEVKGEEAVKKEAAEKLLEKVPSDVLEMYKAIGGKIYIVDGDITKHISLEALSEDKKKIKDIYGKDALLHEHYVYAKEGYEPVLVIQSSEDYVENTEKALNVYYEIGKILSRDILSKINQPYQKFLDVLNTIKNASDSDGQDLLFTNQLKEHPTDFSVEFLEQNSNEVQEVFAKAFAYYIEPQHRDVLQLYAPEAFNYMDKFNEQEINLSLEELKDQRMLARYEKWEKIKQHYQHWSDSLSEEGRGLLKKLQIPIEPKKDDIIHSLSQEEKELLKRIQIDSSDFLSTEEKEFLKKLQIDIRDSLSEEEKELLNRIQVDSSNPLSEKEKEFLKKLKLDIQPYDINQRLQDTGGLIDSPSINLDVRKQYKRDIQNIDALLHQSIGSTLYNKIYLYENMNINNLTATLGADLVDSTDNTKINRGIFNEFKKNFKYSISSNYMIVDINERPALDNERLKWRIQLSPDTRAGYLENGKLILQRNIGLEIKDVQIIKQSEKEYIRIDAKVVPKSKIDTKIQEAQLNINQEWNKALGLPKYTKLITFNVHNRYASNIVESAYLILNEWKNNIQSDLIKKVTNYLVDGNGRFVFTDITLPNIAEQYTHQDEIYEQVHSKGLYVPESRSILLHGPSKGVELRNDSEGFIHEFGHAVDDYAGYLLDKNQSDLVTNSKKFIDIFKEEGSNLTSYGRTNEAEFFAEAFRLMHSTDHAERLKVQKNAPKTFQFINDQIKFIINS
BH1578 lux ind – inducers of Vibrio cholerae quorum light production without autoinducers, primary screen, BH1578 luxS cqsA deficient, single point; V. cholerae BH1578 lux reporter, luminescence, 6 h; activation, % at 18.7 µM; 350,000 compounds, 0.16% hits; in the data active = activation mostly above about 9.7%, no sharp cut-off; also: not every result past the cut was called active; inactives centre near 0; reference of the scale not given here
Y pestis TopoI – Yersinia pestis topoisomerase I inhibitors, primary screen, biochemical, cleavage product accumulation, plate reader, single point. Y. pestis Topo-I cleavage product accumulation. activity, % at 10 µM. 360,000 compounds, 0.064% hits. AID 504884, 2011; in the data active = activity above about 50%, passing the limit was not always enough; also: inactives centre near 2
Active calls of the source: *; i = inactive; · = no result given; & = joins results of further samples. Rule as the data show it, unless noted: active = inhibition above about 30%; inconclusive = no clear call, values can overlap the other calls; inactive = below that. These rows are one share of the data. The share of hits here may be higher or lower than overall.

The first two compounds, to show the layout:
no.	structure	BoNT A protease	3CLpro inhibitor	TcdB inh	Anthrax LF prot	PfHsp40 yeast	Y pestis TopoI	CCHFV vOTU inh	SSB-PriA inh	BH1578 lux ind	DUSP3 inh
1	O=C(O)Cn1nc(-c2ccc(F)cc2)oc1=O	0.1	-4	·	4	0.6	6	6	-5	-0.3	15
2	OC(CN1CCN(c2ncc(C(F)(F)F)cc2Cl)CC1)c1ccccc1 (stereo unspecified)	-1.7	0	-0.4	-3	0.1	3	4	0	-1.4	5

The list itself, repeating the preview:
no.	structure	BoNT A protease	3CLpro inhibitor	TcdB inh	Anthrax LF prot	PfHsp40 yeast	Y pestis TopoI	CCHFV vOTU inh	SSB-PriA inh	BH1578 lux ind	DUSP3 inh
1	O=C(O)Cn1nc(-c2ccc(F)cc2)oc1=O	0.1	-4	·	4	0.6	6	6	-5	-0.3	15
2	OC(CN1CCN(c2ncc(C(F)(F)F)cc2Cl)CC1)c1ccccc1 (stereo unspecified)	-1.7	0	-0.4	-3	0.1	3	4	0	-1.4	5
3	Cc1cc(SCc2ccc(Br)cc2)nc(=O)[nH]1	1.1	-2	-7.7	2	-0.7	5	4	0	i	-14
4	O=C(CSc1nnc(CNC(=O)c2c(F)cccc2Cl)o1)NCCc1ccccc1	0.2	-3	0.9	-1	0.0	-1	12	-8	-0.3	6
5	Cc1nc(Nc2ccccc2)sc1C	-2.3	2	-0.8	0	-1.6	-1	5	6	-0.4	-3
6	Cc1[nH]n(S(=O)(=O)Cc2ccccc2)c(=O)c1N=Nc1ccccc1Cl	0.1	1	-10	-2	0.3	9	15	9	i	12
7	CCOc1ccc(NS(=O)(=O)c2ccc(NC(=O)C3CCCO3)cc2)cc1 (stereo unspecified)	-0.8	-2	·	-5	-0.9	-7	-10	-5	-17	42
8	Cn1nc(C(=O)Nc2ccc(-n3cnnn3)cc2)c2ccccc2c1=O	-0.3	·	1.1	-6	8.1	-3	7	-11	-5.9	·
9	CC(C)c1ccc(N(C(=O)c2cc3ccccc3oc2=O)C2C=CS(=O)(=O)C2)cc1 (stereo unspecified)	-0.8	3	0.7	-2	-0.1	18	-5	3&8	-0.2	-2
10	CCN1C(=NCc2ccco2)N[C@@H](c2cccc(C(F)(F)F)c2)C(C(=O)OC)=C1C	0.4	·	-4.2	-19	-1.5	-8	5	10	i	·
11	COc1cc(OC)c2ccc(=O)oc2c1C(CCN1CCCC1)c1ccc2c(c1)OCO2 (stereo unspecified)	-0.5	·	-0.4	-2	0.0	-22	-6	15	-2.2	34
12	CC1=C(C(=O)N(C)C)CC(CC(=O)NC2CCCCC2)C(=O)N1CCC1=CCCCC1 (stereo unspecified)	-0.1	·	0.6	-4	·	9	9	·	-0.4	·
13	CC(=O)N(C(C)=O)c1cccc(N(Cc2ccccc2)Cc2ccccc2)c1	-0.2	·	-0.9	-12	4.0	34	22	-15	i	·
14	O=c1[nH][nH]c2c1[C@H](C1CCCC1)O[C@H](CCc1ccccc1)C2	0.6	·	1.3	1	·	·	6	·	·	·
15	Cc1ccc(O)c(/C=N/NC(=O)COc2ccc3c(C)cc(=O)oc3c2)c1	3.1	-4	1.9	0	-1.6	1	6	·	-0.2	17
16	Cc1cccc2cc(CN(Cc3cccnc3)C(=O)c3ccccc3F)c(Cl)nc12	0.5	1	·	-2	2.0	33	-4	13	2.1	6
17	Cc1cccc(NC(=O)CO/N=C/c2ccc3c(c2)OCO3)c1	0.2	-4	·	-3	-0.1	30	9	·	-0.4	4
18	CCn1c(SCC(=O)Nc2ccc(NC(=O)c3cccs3)cc2)nnc1-c1cccnc1	0.3	-5	·	-5	-1.1	5	16	-8	i	33
19	COc1ccc(CCNC(=O)CCOc2cc(C)ccc2C)cc1OC	1.0	-3	3.8	-2	0.0	19	-2	-5	-0.8	6
20	CC(C)(C)N(Cc1ccc2c(c1)OCO2)C(=O)/C=C\S(=O)c1ccccc1 (stereo unspecified)	0.0	·	2.5	-13	-1.2	32	-7	-4	-0.8	·
21	CCCOc1ccc(C2NC(=O)NC2=O)cc1 (stereo unspecified)	1.0	11	·	0	-0.2	5	9	-22	i	0
22	C=CCn1c(O)c(C(C)=Nc2ccc(NC(C)=O)cc2)c(=O)[nH]c1=O	-0.2	5	·	-6	-0.6	-12	-3	-5	·	15
23	CCN(CC)C(=O)C(Sc1nnnn1-c1ccc(O)cc1)c1ccccc1 (stereo unspecified)	0.8	4	1.2	-6	0.3	6	7	0	-16	2
24	O=c1cnnc(N/N=C/c2ccc3c(c2)OCO3)[nH]1	-0.1	3	0.6	-4	1.0	-5	3	·	0.0	-4
25	COc1ccc(NC(=O)COc2ccc(/C=N/n3c(C)nnc3C)cc2OC)cc1	0.2	-3	0.4	-4	-0.4	5	1	·	·	4
26	CSc1ccccc1C(=O)Nc1ccc(S(=O)(=O)NC2=NCCCCC2)cc1	·	·	0.6	·	-1.9	12	2	-5	i	·
27	COC(=O)[C@H]1C[C@@]2(O)CN(S(=O)(=O)c3ccc(C)cc3)C[C@@]2(OC(=O)NCc2ccc(OC)c(OC)c2)C[C@H]1C(=O)OC	0.1	·	0.0	-3	·	1	8	·	-0.4	·
28	COc1ccc(-c2nc3ccc(C(=O)NCC(OC)OC)cc3nc2-c2ccc(OC)c(OC)c2)cc1OC	2.0	1	0.8	5	0.0	11	10	-8	i	2
29	C/C=C/C(=O)OCC(=O)Nc1cccc(Br)c1	-0.4	6	2.4	-4	0.2	-8	17	-13	-0.4	48
30	COc1ccc(-c2nc3ncnn3cc2C)cc1F	-0.4	6	-3.0	-1	-1.2	1	-11	0	3.3	-21
31	Cc1cc(/C=C2/SC(=O)N(CC(=O)N3CCOCC3)C2=O)c(C)n1-c1ccccc1F	-0.5	2	2.5	-1	-2.0	4	-1	-1	-0.2	46
32	CCc1ccc(OCC2c3cc(OC)c(OC)cc3CCN2C(=S)NC)cc1 (stereo unspecified)	-0.4	6	0.6	4	9.7	15	2	7	0.7	15
33	O=C(c1ccccc1)C(Cc1ccccc1)N1CCOCC1 (stereo unspecified)	0.1	·	1.2	0	-1.9	11	11	-1	·	·
34	CSCCC(NC(=O)c1ccc(Cl)cc1)C(=O)OCC(=O)N1CCCC1=O (stereo unspecified)	-0.5	·	1.1	-2	0.6	5	-3	5	i	·
35	CCOc1ccc(CC(=O)N2CCN(c3ccc(N4CCOCC4)nn3)CC2)cc1OCC	-0.6	3	-9.7	-5	-0.2	7	-13	54*	-0.2	36
36	COc1cccc(N2CCN(Cc3nc(N)nc(Nc4ccccc4OC)n3)CC2)c1	-0.1	-7	·	-3	0.3	7	-12	-13	-0.2	6
37	Cc1c(NC(=O)C(C)SC(=S)N2CCCC2)c(=O)n(-c2ccccc2)n1C (stereo unspecified)	-0.5	·	2.6	-9	0.2	0	-9	3	i	·
38	Cc1cccc(NC(=O)C2CCN(C(=O)c3ccc(Cl)cc3)CC2)n1	-1.4	·	3.4	-6	-0.1	-3	7	-9	-3.8	·
39	COc1cccc(CN2CC(C(=O)N3CCCC3)CCC2=O)c1 (stereo unspecified)	-0.7	-4	0.6	1	-0.8	-4	1	-6	-0.2	13
40	CC1(C)CC2CC(C)(CN2C(=O)COC(=O)CNC(=O)c2ccc(Cl)c(Cl)c2)C1 (stereo unspecified)	-0.5	0	·	-2	0.6	27	9	-5	-0.8	13
41	COc1cc(Nc2ccn3nc(-c4ccc(F)cc4)cc3n2)cc(OC)c1OC	0.0	·	0.9	0	·	-20	-1	·	-0.6	·
42	Cc1ccc(NC(=S)N(CCN(C)C)C(C)c2ccco2)cc1C (stereo unspecified)	0.2	-2	·	0	-1.6	1	-4	0	-3.8	-10
43	CC(C)(C)NC(=O)C[C@H]1C[C@H](C(=O)N2CCOCC2)[C@@]2(CCC3CCCC3)c3[nH]c4cc(-c5ccco5)ccc4c3CCN2C1=O	0.2	·	·	4	-0.1	28	·	5	-6.2	·
44	CC(=O)c1c(C)[nH]c(C(=O)COC(=O)CCSc2ccccc2)c1C	0.1	-2	1.1	1	1.0	-3	10	4	0.4	-2
45	CC(N)c1csc(Nc2ccc(C(=O)NCCO)cc2)n1 (stereo unspecified)	-0.3	·	-0.2	-1	·	-1	-2	·	-0.4	·
46	COc1cccc(C(=O)Oc2ccc(N3C(=O)CCC3=O)c(C)c2)c1	-0.8	4	2.2	-8	-0.4	1	-11	-1	i	13
47	COc1cc2c(cc1NC(=O)CN1C(=O)NC3(CCc4ccccc43)C1=O)oc1ccccc12 (stereo unspecified)	2.0	3	·	-10	6.3	-3	3	-4	-0.3	15
48	CCn1cc(/C=N/NC(=O)c2ccc(C#N)cc2F)c2ccccc21	-1.1	4	·	-3	0.0	-1	0	·	i	23
49	Cc1nc2cc(NC(=O)c3ccc(Cl)cc3)ccc2n1C	-1.6	-4	1.3	8	-0.4	0	0	-15	i	63
50	Cc1ccc(F)c(S(=O)(=O)NC(=O)C2(C)CCN2C(=O)C/C=C/c2ccccc2)c1 (stereo unspecified)	0.0	·	-2.7	2	·	5	-6	·	0.3	·

Next section.
no.	structure	BoNT A protease	3CLpro inhibitor	TcdB inh	Anthrax LF prot	PfHsp40 yeast	Y pestis TopoI	CCHFV vOTU inh	SSB-PriA inh	BH1578 lux ind	DUSP3 inh
51	Cc1cccc(C(=O)N=C2SC3CS(=O)(=O)CC3N2c2ccccc2)c1 (stereo unspecified)	-0.9	·	1.6	-4	-0.7	-6	-5	-14	i	·
52	CCOC(=O)c1cc2sccc2n1CC(=O)C(C)(C)C	-0.1	0	1.6	-2	1.0	-6	-14	-7	-0.3	-19
53	Cc1cc(-c2nnc(SCC(=O)Nc3ccc(Br)cc3F)n2N)n[nH]1	2.0	-2	0.8	0	0.0	1	5	4	-0.4	-9
54	O=C(C(=O)N1CCc2ccccc2C1)c1c[nH]c2ccccc12	-0.3	1	2.0	2	-1.2	8	-2	8&0	4.2	20
55	CC(=O)Nc1nonc1-c1nc2ccccc2n1Cc1nnc(C)o1	0.7	3	·	1	-0.5	4	0	2	i	33
56	CCOc1cnc(-c2c(-c3ccccc3Cl)noc2C)o1	-0.8	1	1.3	0	-0.1	7	-1	-15	-0.4	13
57	CCCc1nc2ccc(Br)cn2c1Cc1ccccc1	7.2	·	-8.1	7	·	·	26	·	·	·
58	CCC(=O)Nc1cc2c(cc1C(=O)CC)OCCO2	0.0	-1	·	-3	1.1	0	-9	-11	i	-17
59	Cc1ccccc1NS(=O)(=O)c1ccc(C(=O)N2CCC2)cc1	·	·	-1.7	·	1.0	-2	10	-3	-0.6	·
60	CCN(CC)CCCNC(=O)c1nn(-c2ccccc2OC)c(=O)c2ccccc12	-0.1	1	·	3	-1.2	-7	4	-6	-6.2	26
61	COc1ccccc1C(=O)N1CCN(Cc2cn[nH]c2-c2ccc(F)cc2F)CC1	-0.1	-2	0.1	-1	-0.4	1	-6	6	i	18
62	Cc1cccc(Nc2nc3ccccc3s2)c1C	-0.1	1	0.3	-2	3.9	-4	8	-9	-0.2	-4
63	NS(=O)(=O)c1ccc(NC(=S)Nc2ccc(S(=O)(=O)Nc3nccs3)cc2)cc1	0.5	·	-1.8	4	·	·	3	·	·	·

Assay outcomes: PubChem BioAssay, several laboratories
